WRN inhibitor – WRN helicase (human) inhibition | Q14191 | WRN helicase unwinding, fluorescent forked duplex, kinetic | Potency, µM (series often up to 114 µM), for the others: top-dose activity change, negative = inhibition, most hits filed as inhibitors | 0.46% of 360,000 active; further: potency means the concentration at half of the fitted maximal effect; on the % scale 0 is the no-effect control and ±100 the full control effect; nearly all actives have a fitted effect of over 55% in size
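Fluorescence dequenching readout, ex 525 nm/em 598 nm, kinetic mode: forked duplex DNA (100 nM final) with adjacent fluorophore and quencher unwound by WRN (20 nM final) with 2 mM ATP. Compound preincubation 15 min, room temperature.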
PI5P4Ka inh – PI5P4K alpha (human) kinase inhibition; PI5P4Kalpha enzyme, ADP-Glo luminescence, 60 min; stronger effect = lower value; max response, %; 1.2% of 330,000 active; active means max response of -50% or lower; inconclusive means between -30% and -50%; inactive means -30% or higher; further: value at the top dose of about 77 µM; on the % scale 0 is the no-effect control and ±100 the full control effect
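Quantitative HTS of the MLSMR library against PI5P4Kalpha with substrate. ATP added last at 5 microM final; room temperature, 60 minutes. Remaining ATP depleted, ADP converted and read as luminescence.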
EPAC1 antag – blocks human EPAC1 exchange factor; O95398; EPAC1 GEF assay, Rap1b-BODIPY-GDP exchange fluorescence; Potency, µM (series often up to 115 µM), for inactives: at the top dose activity change, negative = inhibition, actives largely listed as inhibitors; 0.14% of 360,000 active; AID 720709;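 further: potency means the concentration at half of the fitted maximal effect; plate controls were vehicle for no effect and positive control for full effect; nearly all actives have a fitted effect of over 50% in size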
Target sequence (O95398 whole entry, looked up): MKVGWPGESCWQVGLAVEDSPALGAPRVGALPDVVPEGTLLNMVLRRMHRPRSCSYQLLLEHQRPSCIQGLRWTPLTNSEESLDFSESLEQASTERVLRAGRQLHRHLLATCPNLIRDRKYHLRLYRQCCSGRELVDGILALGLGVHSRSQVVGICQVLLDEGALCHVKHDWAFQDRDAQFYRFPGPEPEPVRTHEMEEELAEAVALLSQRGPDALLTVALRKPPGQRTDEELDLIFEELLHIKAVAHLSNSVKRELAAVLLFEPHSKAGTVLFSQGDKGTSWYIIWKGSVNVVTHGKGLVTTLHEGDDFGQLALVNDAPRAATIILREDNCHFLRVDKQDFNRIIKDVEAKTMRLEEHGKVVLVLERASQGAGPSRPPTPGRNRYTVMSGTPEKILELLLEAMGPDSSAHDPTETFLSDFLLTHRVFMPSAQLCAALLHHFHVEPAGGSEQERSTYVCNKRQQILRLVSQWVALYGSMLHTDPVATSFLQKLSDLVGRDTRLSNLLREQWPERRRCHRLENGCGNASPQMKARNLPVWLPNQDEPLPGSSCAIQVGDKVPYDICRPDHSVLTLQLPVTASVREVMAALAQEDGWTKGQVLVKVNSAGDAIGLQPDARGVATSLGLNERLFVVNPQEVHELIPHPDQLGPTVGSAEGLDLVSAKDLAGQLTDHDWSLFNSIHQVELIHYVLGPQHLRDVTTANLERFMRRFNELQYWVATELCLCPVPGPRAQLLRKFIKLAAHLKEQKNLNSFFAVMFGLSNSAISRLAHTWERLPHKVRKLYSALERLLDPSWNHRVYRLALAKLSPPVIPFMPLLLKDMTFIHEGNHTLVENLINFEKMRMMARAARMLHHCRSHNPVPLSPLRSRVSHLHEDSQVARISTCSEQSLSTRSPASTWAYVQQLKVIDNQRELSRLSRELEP
PLK1 PBD block – inhibitors of human PLK1 polo-box domain binding; P53350; 2.8% of 360,000 active; Potency, µM, for inactives: max response, negative = inhibition, hits mostly inhibitors; AID 720504; Plk1 PBD binding of FITC phosphopeptide, fluorescence polarization; further: potency means the concentration at half of the fitted maximal effect; series mostly up to about 57 µM; on the % scale 0 is the no-effect control and ±100 the full control effect; nearly all actives have a fitted effect of over 65% in size
aSyn yeast inh – inhibitors of alpha-synuclein toxicity in yeast; 0.14% of 370,000 active; Potency, µM (titrated, usually from 46.1 µM), inactives show top-dose growth rescue (activation), hits mostly activators; AID 652106; Yeast expressing alpha-synuclein, growth rescue, BacTiter-Glo, 24 h; further: potency means the concentration at half of the fitted maximal effect; % of control where 0% means no effect; nearly all actives have a fitted effect of over 65% in size
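Rescue of yeast growth: cells expressing toxic alpha-synuclein, induced in galactose at OD600 0.02, incubated with compound 24 h at 30 C. ATP luminescence quantified growth; inhibitors of toxicity appear as activators.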
EPAC1 agonist – EPAC1 (human) agonism. O95398. EPAC1 agonist qHTS, biochemical assay; response scale: 100% = response to 6.5 mM cAMP. Potency, µM (highest dose often 154 µM), without a hit: at the top dose activation, usual class: activators. 0.073% of 360,000 active; further: potency means the concentration at half of the fitted maximal effect; nearly all actives have a fitted effect of over 60% in size
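Normalized to 6.5 mM cAMP, activity reflects EPAC1-catalysed release of BODIPY-GDP from Rap1B, followed kinetically over 30 min at 480 nm excitation, 540 nm emission. Reaction contained 100 nM EPAC1, 250 nM Rap1B-BODIPY-GDP, 50 uM GDP.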
IL2 activator – activates IL-2 in a cell-based reporter assay; 0.065% of 360,000 active; IL-2 activation reporter assay, cell-based qHTS; stimulated with anti-CD3/CD4/CD28 beads; in transgenic mouse T cells; activation, % (series mostly up to about 46 µM); in the data active means activation above about 50%; inconclusive means mostly about 30% to 49%; further: 0% is about no effect
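First, unstimulated transgenic mouse T cells were exposed to compound for 60 min. Next, anti-CD3/anti-CD4-coated beads with anti-CD28 were added. Finally, after 18 h at 37 degrees C, EGFP and DsRed were imaged.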
FUS suppressor – suppressors of FUS proteinopathy in yeast; S. cerevisiae FUS-expressing, growth rescue, OD600, 24 h; 0.24% of 390,000 active; AID 1347120; Potency, µM (top dose mostly 76.6 µM), without a hit: top-dose growth rescue (activation), hits mostly activators;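 further: potency means the concentration at half of the fitted maximal effect; plate controls were DMSO vehicle for no effect and reference control for full effect; nearly all actives have a fitted effect of over 55% in size; some results filed as inactive show a strong effect at the top dose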
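Quantitative HTS measuring growth restoration of FUS-toxic yeast. Galactose-induced cells (OD 0.005) were exposed 24hr at 30C to compounds at several concentrations, then absorbance at 600 nm was recorded.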
Abeta yeast res – restores growth of yeast expressing A-beta42 peptide. yeast expressing A-beta42, growth rescue, OD600, 48 h; response scale: 0% DMSO, 100% iron-clioquinol control. Potency, µM (titrated, usually from 46.1 µM), inactives show at the top dose growth rescue, hits mostly activators. 0.063% of 410,000 active; further: potency means the concentration at half of the fitted maximal effect; nearly all actives have a fitted effect of over 55% in size
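Yeast A-beta toxicity model in growth medium with pinned compounds, 48 h at 30 C; growth read as absorbance at 600 nm. Normalized to FeCl3/clioquinol equimolar mix (positive) and DMSO (negative).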
The depositor's hits bear a star; & = joins results of further samples; [ ] = another dose, or the depositor's remark. Unless noted, the call rests on the fitted dose curve; in most records, active means well fitted curve in the direction sought with a large enough effect; inconclusive means small, poorly fitted or top-dose-only effect, or another doubt; inactive means no such curve, though single readings can be large; an effect the other way counts as inactive or inconclusive.

What do the screens show for `COc1ccc(C2NC(=O)c3ccccc3N2)cc1OC` (stereo unspecified)?
WRN inhibitor: 12%[57.1 µM]; PI5P4Ka inh: -7; EPAC1 antag: 2%; PLK1 PBD block: -7%; aSyn yeast inh: -8%; EPAC1 agonist: -3%; IL2 activator: -2.8; FUS suppressor: 16%; Abeta yeast res: 5%

Results for Cc1ccc(S(=O)(=O)N2CCN(Cc3cc4c(cc3Br)OCCO4)CC2)cc1 ?
WRN inhibitor: -6%; PI5P4Ka inh: 1; EPAC1 antag: 1%; PLK1 PBD block: 5%; aSyn yeast inh: 6%; EPAC1 agonist: 15%; IL2 activator: -0.6; FUS suppressor: 5%; Abeta yeast res: 25%

What do the screens show for `COc1ccc(-n2nnnc2C(c2cccs2)N2CCN(C/C=C/c3ccccc3)CC2)cc1` (stereo unspecified)?
WRN inhibitor: -16%; PI5P4Ka inh: -7; EPAC1 antag: 7%; PLK1 PBD block: 1%; aSyn yeast inh: inconclusive; EPAC1 agonist: 9%; IL2 activator: -1.0; FUS suppressor: 15%; Abeta yeast res: 3%

What do the screens show for `CNc1nc(Cl)c(SC)c(NCc2ccc(F)cc2)n1`?
WRN inhibitor: -12%; PI5P4Ka inh: 9; EPAC1 antag: -1%; PLK1 PBD block: 3%; aSyn yeast inh: 2%; EPAC1 agonist: 9%; IL2 activator: -3.4; FUS suppressor: -19%; Abeta yeast res: inconclusive

How did Cc1ccc(C(=O)NC2CCN(CC(=O)NCc3cccs3)CC2)cc1 do in these assays?
WRN inhibitor: 8%; PI5P4Ka inh: 1; EPAC1 antag: 16%; PLK1 PBD block: -1%; aSyn yeast inh: -3%; EPAC1 agonist: -2%; IL2 activator: -2.3; FUS suppressor: 22%; Abeta yeast res: -8%

How did O=C(O)c1ccccc1-c1ccccc1C(=O)Nc1ccccc1-c1ccccc1 do in these assays?
WRN inhibitor: 3%; PI5P4Ka inh: 1; EPAC1 antag: -5%; PLK1 PBD block: 3%; aSyn yeast inh: 6%; EPAC1 agonist: -8%; IL2 activator: -0.2; FUS suppressor: 4%; Abeta yeast res: 3%

Results for COc1ccc(Nc2nnc(SCC(=O)Nc3cc(C)on3)s2)cc1 ?
WRN inhibitor: -4%; PI5P4Ka inh: -8; EPAC1 antag: -12%; PLK1 PBD block: -1%; aSyn yeast inh: -4%; EPAC1 agonist: -4%; IL2 activator: 0.8; FUS suppressor: 6%; Abeta yeast res: 20%

What do the screens show for `Cc1ccc(/C=C/C(=O)OCC(=O)N(C)c2c(N)n(Cc3ccccc3)c(=O)[nH]c2=O)o1`?
WRN inhibitor: 0%; PI5P4Ka inh: -12; EPAC1 antag: -4%; PLK1 PBD block: -10%; aSyn yeast inh: -10%; EPAC1 agonist: 9%; IL2 activator: 1.3; FUS suppressor: 8%; Abeta yeast res: -3%

Results for COc1ccc(CNC(=O)CN(c2ccccc2OC)S(=O)(=O)c2cccs2)cc1 ?
WRN inhibitor: -4%; PI5P4Ka inh: -1; EPAC1 antag: -1%; PLK1 PBD block: 3%; aSyn yeast inh: -3%; EPAC1 agonist: -5%; IL2 activator: -0.4; FUS suppressor: 39%; Abeta yeast res: 4%

How did COc1ccc2[nH]c(C(=O)N3CCNCC3)cc2c1OC do in these assays?
WRN inhibitor: 7%; PI5P4Ka inh: 1; EPAC1 antag: -19%; PLK1 PBD block: -9%; aSyn yeast inh: -1%; EPAC1 agonist: 14%; IL2 activator: 0.0; FUS suppressor: -3%; Abeta yeast res: -20%

How did CCOc1ccc(CCNC(=O)CCc2nc3ccccc3[nH]2)cc1OCC do in these assays?
WRN inhibitor: -9%; PI5P4Ka inh: -9; EPAC1 antag: -2%; PLK1 PBD block: -14%; aSyn yeast inh: 0%; EPAC1 agonist: 9%; IL2 activator: 0.1; FUS suppressor: 18%; Abeta yeast res: 5%

What do the screens show for `CC(C)CCNC(=O)C1CCC(CNS(=O)(=O)c2cccc3nsnc23)CC1` (stereo unspecified)?
WRN inhibitor: 3%; PI5P4Ka inh: 1; EPAC1 antag: -11%; PLK1 PBD block: -6%; aSyn yeast inh: -4%; EPAC1 agonist: -5%; IL2 activator: 1.2; FUS suppressor: -15%&13%; Abeta yeast res: -9%&-20%

What do the screens show for `O=C(c1cc(-c2ccco2)on1)N1CCCc2ccccc21`?
WRN inhibitor: -28%[57.1 µM]; EPAC1 antag: -16%; PLK1 PBD block: inconclusive; aSyn yeast inh: -2%; EPAC1 agonist: 8%; IL2 activator: -0.6; FUS suppressor: 35µM*; Abeta yeast res: -21%

How did CCOc1ccc(S(=O)(=O)NCC2CCCO2)cc1 (stereo unspecified) do in these assays?
WRN inhibitor: -6%; EPAC1 antag: 5%; PLK1 PBD block: 1%; aSyn yeast inh: 1%; EPAC1 agonist: 3%; IL2 activator: -0.6; FUS suppressor: 4%; Abeta yeast res: 3%

What do the screens show for `Cc1ccc(-c2nc(NCCCN(C)C)c3ccccc3n2)cc1`?
WRN inhibitor: -3%; PI5P4Ka inh: 1; EPAC1 antag: 11%; PLK1 PBD block: -11%; aSyn yeast inh: 4%; EPAC1 agonist: 1%; IL2 activator: -1.9; FUS suppressor: -31%; Abeta yeast res: -5%

The last two compounds of the part before are carried over, then new ones follow.
How did CCOc1ccc(S(=O)(=O)NCC2CCCO2)cc1 (stereo unspecified) do in these assays?
WRN inhibitor: -6%; EPAC1 antag: 5%; PLK1 PBD block: 1%; aSyn yeast inh: 1%; EPAC1 agonist: 3%; IL2 activator: -0.6; FUS suppressor: 4%; Abeta yeast res: 3%

What do the screens show for `Cc1ccc(-c2nc(NCCCN(C)C)c3ccccc3n2)cc1`?
WRN inhibitor: -3%; PI5P4Ka inh: 1; EPAC1 antag: 11%; PLK1 PBD block: -11%; aSyn yeast inh: 4%; EPAC1 agonist: 1%; IL2 activator: -1.9; FUS suppressor: -31%; Abeta yeast res: -5%

What do the screens show for `COc1ccccc1Nc1ncnc2ccc(C)cc12`?
WRN inhibitor: 2%; PI5P4Ka inh: -1; EPAC1 antag: 5%; PLK1 PBD block: -2%; aSyn yeast inh: 0%; EPAC1 agonist: -1%; IL2 activator: -0.4; FUS suppressor: -1%; Abeta yeast res: 14%

Results for Cc1cc(Cl)ccc1NC(=O)CCC(=O)O ?
WRN inhibitor: 5%; PI5P4Ka inh: 0; EPAC1 antag: -10%; PLK1 PBD block: 2%; aSyn yeast inh: 3%; EPAC1 agonist: -6%; IL2 activator: -0.1; Abeta yeast res: 21%

How did Cc1c(C(=O)OCC(=O)N(C)C2CCS(=O)(=O)C2)oc2ccc(Br)cc12 (stereo unspecified) do in these assays?
WRN inhibitor: -4%; PI5P4Ka inh: 1; EPAC1 antag: 5%; PLK1 PBD block: 4%; aSyn yeast inh: 2%; EPAC1 agonist: 6%; IL2 activator: -2.5; FUS suppressor: -12%; Abeta yeast res: 5%

How did CCOC(=O)N1CCN(c2c(NCc3ccc(Cl)cc3)c(=O)c2=O)CC1 do in these assays?
WRN inhibitor: -1%; PI5P4Ka inh: -1; EPAC1 antag: -7%; PLK1 PBD block: 5%; aSyn yeast inh: 0%; EPAC1 agonist: -13%; IL2 activator: 0.7; FUS suppressor: -7%; Abeta yeast res: 3%

How did Oc1ccc(-c2ccccc2)cc1CN1CCCCCC1 do in these assays?
WRN inhibitor: 0%; PI5P4Ka inh: 0; EPAC1 antag: -6%; PLK1 PBD block: -14%; aSyn yeast inh: -2%; EPAC1 agonist: 12%; IL2 activator: -0.6; FUS suppressor: 17%; Abeta yeast res: -16%

What do the screens show for `COc1ccccc1NC(=O)Cn1nc(Cc2cccnc2)c2ccccc2c1=O`?
WRN inhibitor: -3%; PI5P4Ka inh: 4; EPAC1 antag: 2%; PLK1 PBD block: -8%; aSyn yeast inh: -12%; EPAC1 agonist: 14%; IL2 activator: 3.1; FUS suppressor: 3%; Abeta yeast res: -3%

Results for CC(C)(C)C(=O)Nc1ccc(C(=O)NNC(=O)Cc2ccccc2)cc1 ?
WRN inhibitor: 11%; PI5P4Ka inh: 0; EPAC1 antag: -20%; PLK1 PBD block: 0%; aSyn yeast inh: 0%; EPAC1 agonist: 5%; IL2 activator: 0.4; FUS suppressor: -7%; Abeta yeast res: 15%

Results for CCc1nc2ccc(C(=O)NC3CCN(C)CC3)cn2c1N(C)CCC(C)C ?
WRN inhibitor: 9%[57.1 µM]; PI5P4Ka inh: 0; EPAC1 antag: -2%; PLK1 PBD block: 0%; aSyn yeast inh: 0%; EPAC1 agonist: -6%; IL2 activator: -0.5; FUS suppressor: 2%; Abeta yeast res: -3%

How did COc1ccc(C(=O)NN2CCOCC2)cc1[N+](=O)[O-] do in these assays?
WRN inhibitor: 6%; PI5P4Ka inh: -1; EPAC1 antag: -23%; PLK1 PBD block: -11%; aSyn yeast inh: -6%; EPAC1 agonist: -3%; IL2 activator: 1.1; FUS suppressor: -4%; Abeta yeast res: 11%

What do the screens show for `COc1ccc(CN(Cc2nc3ccccc3c(=O)[nH]2)C(=O)c2ccco2)cc1`?
WRN inhibitor: -5%; PI5P4Ka inh: 7; EPAC1 antag: -14%; PLK1 PBD block: -2%; aSyn yeast inh: 9%; EPAC1 agonist: -16%; IL2 activator: -1.6; FUS suppressor: 12%; Abeta yeast res: -6%

Results for O=C1CCN(S(=O)(=O)c2ccccc2)C2CCCCC12 (stereo unspecified) ?
WRN inhibitor: 10%; PI5P4Ka inh: -11; EPAC1 antag: 5%; PLK1 PBD block: inconclusive; aSyn yeast inh: -8%; EPAC1 agonist: -4%; IL2 activator: -0.6; FUS suppressor: -24%; Abeta yeast res: -22%

What do the screens show for `CCOc1ccccc1/C=c1\sc2nc(-c3ccco3)nn2c1=O`?
WRN inhibitor: inconclusive; PI5P4Ka inh: inconclusive; EPAC1 antag: -13%; PLK1 PBD block: inconclusive; aSyn yeast inh: 2%; EPAC1 agonist: -2%; IL2 activator: 0.0; FUS suppressor: 4%; Abeta yeast res: 1%

From PubChem BioAssay

Compounds as they come. About 4.1% of those tested had a hit in this group.
